Screening results: PubChem, National Center for Advancing Translational Sciences (NCATS)
TDP43 rescue: rescues yeast growth from TDP-43 toxicity | Potency, µM (top dose mostly 46.1 µM), for inactives: at the highest dose growth rescue (activation), hits mostly activators | TDP-43 expressing yeast growth rescue, BacTiter-Glo, 24 h | hit rate 1.8% among 410,000 | AID 652104; also: potency is read from the fitted curve at half-maximal effect; % of control where 0% means no effect; nearly all actives have a fitted effect of over 50% in size
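Cell-based yeast growth screen: TDP-43 expression induced in galactose, inoculum OD600=0.02 after raffinose pregrowth to mid-log. Read-out BacTiter-Glo luminescence at 24 hr, 30 deg C; inhibition of toxicity seen as signal increase.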
DRD3 agonist: agonists of human D3 dopamine receptor; D3R DiscoveRx beta-arrestin cells, luminescence, 90 min; max activation, %; hit rate 0.58% among 410,000; AID 652048; in the data active = max activation above about 30%; also: 0% is about no effect; mostly tested at two doses, the higher about 12 µM
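Cells at 1500/well, incubated overnight, then treated with pinned compounds (dopamine as control) for 90 min at 37 degrees C. DiscoveRx reagent added for 30 - 60 minutes at room temperature; luminescence read.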
EPAC2 ag: agonists of human EPAC2 (RAPGEF4); EPAC2 activation, biochemical qHTS; response scale: 100% = 6.5 mM cAMP response; Potency, µM (top dose mostly 154 µM), for the others: at the top dose activation, most hits filed as activators; hit rate 0.079% among 360,000; also: potency is read from the fitted curve at half-maximal effect; nearly all actives have a fitted effect of over 50% in size
Target sequence (Q8WZA2 whole entry, looked up): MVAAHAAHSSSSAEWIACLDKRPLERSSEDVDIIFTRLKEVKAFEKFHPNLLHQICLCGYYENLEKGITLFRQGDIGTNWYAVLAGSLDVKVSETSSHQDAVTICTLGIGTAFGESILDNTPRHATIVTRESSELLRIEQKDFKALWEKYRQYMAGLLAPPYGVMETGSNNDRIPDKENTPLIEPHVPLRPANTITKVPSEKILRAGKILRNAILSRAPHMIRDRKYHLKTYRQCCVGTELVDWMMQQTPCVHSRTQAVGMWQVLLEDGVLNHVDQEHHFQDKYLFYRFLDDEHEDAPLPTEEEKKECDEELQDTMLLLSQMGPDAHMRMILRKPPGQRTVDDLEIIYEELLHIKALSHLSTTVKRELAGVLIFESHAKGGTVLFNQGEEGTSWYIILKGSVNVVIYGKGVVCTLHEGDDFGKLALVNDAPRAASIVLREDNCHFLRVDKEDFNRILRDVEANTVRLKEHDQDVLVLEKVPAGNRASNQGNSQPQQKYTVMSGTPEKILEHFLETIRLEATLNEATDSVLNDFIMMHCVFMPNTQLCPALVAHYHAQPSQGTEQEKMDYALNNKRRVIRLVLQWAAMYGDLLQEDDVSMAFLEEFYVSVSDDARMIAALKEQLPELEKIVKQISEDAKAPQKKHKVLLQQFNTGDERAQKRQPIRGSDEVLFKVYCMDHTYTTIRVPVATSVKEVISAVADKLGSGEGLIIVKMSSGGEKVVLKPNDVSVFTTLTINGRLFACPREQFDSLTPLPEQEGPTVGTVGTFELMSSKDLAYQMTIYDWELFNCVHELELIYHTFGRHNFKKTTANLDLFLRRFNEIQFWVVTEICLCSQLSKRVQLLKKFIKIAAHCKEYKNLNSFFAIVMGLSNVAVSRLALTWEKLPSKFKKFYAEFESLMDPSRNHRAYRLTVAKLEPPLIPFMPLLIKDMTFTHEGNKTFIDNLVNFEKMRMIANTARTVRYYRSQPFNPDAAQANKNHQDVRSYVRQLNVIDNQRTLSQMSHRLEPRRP
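qHTS, titration series. 100 nM EPAC2 / 250 nM Rap1B-BODIPY-GDP / 50 uM GDP; RT; ex 480/em 540 nm, 5-min reads to 30 min. Norm. to 6.5 mM cAMP = activation.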
FUS suppressor: suppressors of FUS proteinopathy in yeast; Potency, µM (series often up to 76.6 µM), without a hit: at the top dose growth rescue (activation), actives largely listed as activators; hit rate 0.24% among 390,000; S. cerevisiae FUS-expressing, growth rescue, OD600, 24 h;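 also: potency is read from the fitted curve at half-maximal effect; plate controls were DMSO vehicle for no effect and reference control for full effect; nearly all actives have a fitted effect of over 55% in size; some results filed as inactive show a strong effect at the top dose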
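Yeast FUS proteinopathy model; galactose-induced FUS (2%), starting OD 0.005. Cpds in dilution series, 24hr, 30C, 99% humidity. Abs 600 nm growth. Pos ctrl CP55940 (top 92uM final); neg ctrl DMSO.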
Abeta yeast res: restores growth of yeast expressing A-beta42 peptide | yeast expressing A-beta42, growth rescue, OD600, 48 h; response scale: 0% DMSO, 100% iron-clioquinol control | Potency, µM (titrated, usually from 46.1 µM), for inactives: top-dose growth rescue, usual class: activators | hit rate 0.063% among 410,000; also: potency is read from the fitted curve at half-maximal effect; nearly all actives have a fitted effect of over 55% in size
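Yeast growth medium received pinned compounds, then yeast cells expressing toxic A-beta were added; plates incubated at 30 C for 48 hr. Growth read as absorbance at 600 nm, normalized to DMSO and equimolar FeCl3 plus clioquinol controls.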
EPAC2 antagonist: antagonists of human EPAC2; AID 720708; EPAC2 GEF exchange of Rap1B-BODIPY-GDP, fluorescence; Potency, µM (top dose mostly 114 µM), inactives show at the highest dose activity, negative = inhibition, most hits filed as inhibitors; Q8WZA2; hit rate 0.18% among 360,000; also: potency is read from the fitted curve at half-maximal effect; % is scaled to controls: 0 for no effect and ±100 for the full control effect; nearly all actives have a fitted effect of over 45% in size; many of its hits are not listed in these tables
aSyn yeast inh: rescues yeast growth from alpha-synuclein toxicity | Yeast expressing alpha-synuclein, growth rescue, BacTiter-Glo, 24 h | Potency, µM (top dose mostly 46.1 µM), inactives show at the top dose growth rescue (activation), usual class: activators | hit rate 0.14% among 370,000 | AID 652106; also: potency is read from the fitted curve at half-maximal effect; % of control where 0% means no effect; nearly all actives have a fitted effect of over 65% in size
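Readout is rescue of growth in alpha-synuclein-expressing yeast, so inhibitors of toxicity appear as activators. Growth after 24 hr at 30 deg C in galactose medium is quantified by luminescence.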
DRD3 antagonist: blocks the human D3 dopamine receptor; P35462; D3R cells, DiscoveRx beta-arrestin luminescence, antagonist mode; stronger effect = lower value; max response, negative = inhibition, %; hit rate 2.5% among 360,000; in the data active = max response below about -50%; inconclusive = no clear call, values can overlap the other calls; also: % is scaled to controls: 0 for no effect and ±100 for the full control effect; mostly tested at two doses, the higher about 12 µM
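Cells expressing the human receptor were seeded at 1500 cells/well, incubated overnight at 37 degrees C in 5% CO2, then exposed to library compounds with dopamine controls for 90 minutes at 37 degrees C before luminescent detection.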
Numbers without * were called inactive; ? = inconclusive; · = no result given; [ ] = dose if it differs, or a comment. Unless noted, calls follow the shape of the dose curve; as a rule, active = well fitted curve in the direction sought with a large enough effect; inconclusive = small, poorly fitted or top-dose-only effect, or another doubt; inactive = no such curve, though single readings can be large; an effect the other way counts as inactive or inconclusive.

1: c1ccc(OCCNc2ccn3nc(-c4ccccc4)cc3n2)cc1
2: COc1ccc(Cl)cc1NC(=S)N1CCCC1
3: Cc1nnc(NC(=O)CSc2cn(CCNC(=O)c3ccccc3)c3ccccc23)s1
4: COc1ccc(CC(=O)NC(C)c2ccc(Cl)c(Cl)c2)cc1S(=O)(=O)N1CCOCC1 (stereo not given)
5: CN(C(=O)c1cccc(Cl)c1)C1CCCN(Cc2ccccc2F)C1 (stereo not given)
6: CN(C)CCOc1ccc(-c2c(-c3ccccc3)sc3ccccc23)cc1
7: Cc1ccccc1NC(=S)N(C)CCc1ccccn1
8: N#Cc1c(-c2ccco2)nc(NCC2CCCO2)[nH]c1=O (stereo not given)
9: NC(=O)C1CCN(c2nc(-c3ccccc3)nc3ccccc23)CC1
10: CCCCOC(=O)C1=C(C)Nc2ncnn2C1c1cccc(OC)c1OC (stereo not given)

entry no.	1	2	3	4	5	6	7	8	9	10
FUS suppressor	11%	-10%	12%	·	-22%	?	6%	9%	8%	15%
TDP43 rescue	27%	25%	16%	4%	15%	27%	15%	11%	-9%	-15%
EPAC2 antagonist	-4%	-4%	-14%	-9%	3%	-23%	2%	14%	15%	-1%
DRD3 antagonist	29	-5	15	1	-14	-16	3	31	-16	-10
aSyn yeast inh	3%	-6%	1%	4%	3%	-49%[inhibitor]	2%	3%	-10%	2%
EPAC2 ag	?	3%	-1%	-3%	8%	17%	-4%	0%	6%	5%
DRD3 agonist	3	2	-5	-6	-8	-23	5	-2	-2	-2
Abeta yeast res	29%	-8%	2%	8%	14%	-64%[inhibitor]	-11%	-6%	-10%	17%

11: CCOC(=O)c1[nH]c(C)c(/C(O)=C2\C(=O)C(=O)N(CCN(C)C)C2c2ccco2)c1C (stereo not given)
12: CC(=O)c1ccc(OCC(O)CN2CCC(C)CC2)cc1 (stereo not given)
13: N#CC(c1ccc(Cl)cc1)(c1ncc(C(F)(F)F)cc1Cl)N1CCOCC1 (stereo not given)
14: CCCCN(Cc1cc2ccccc2[nH]c1=O)C(=O)c1ccccn1
15: COCCNC(=O)CSc1nc2cc(OC)c(OC)cc2c(=O)n1Cc1ccco1
16: COC(=O)NCC(C)OC(=O)Nc1ccc(Cl)cc1 (stereo not given)
17: COc1ccc(C(=O)Nc2cccc(NC(=O)c3cccs3)c2)cc1
18: COc1ccccc1NC(=O)C(Cc1ccc(Cl)cc1)c1nn[nH]n1 (stereo not given)
19: COc1ccc(NC(=O)C2CC2)cc1OC1CCCC1
20: COCCCNC(=S)NC(=O)c1ccccc1

entry no.	11	12	13	14	15	16	17	18	19	20
FUS suppressor	5%	-19%	·	7%	35%	6%	-16%	23%	16%	·
TDP43 rescue	3%	11%	18%	-3%	3%	-5%	?	-3%	14%	0%
EPAC2 antagonist	10%	3%	-8%	-5%	-5%	3%	4%	24%	-4%	6%
DRD3 antagonist	3	-10	-12	18	23	-26	8	-11	-16	9
aSyn yeast inh	-5%	2%	3%	-2%	2%	-2%	4%	-11%	-2%	1%
EPAC2 ag	10%	6%	3%	8%	5%	5%	13%	4%	8%	-1%
DRD3 agonist	-2	-19	0	5	3	-5	-5	-5	-3	1
Abeta yeast res	9%	3%	18%	4%	1%	-8%	10%	-19%	4%	0%

21: CCCOc1ccccc1Cn1c(=O)sc2ccccc21
22: COc1ccccc1CNC(=O)c1ccc(-c2nc(CS(=O)c3ccc(C)cc3)c(C)o2)cc1 (stereo not given)
23: CCc1nnc2n1N=C(c1ccc(-c3cc(Cl)ccc3Cl)o1)CS2
24: O=C(Cn1cnc2nc3n(c2c1=O)CCC3)NCc1ccccc1
25: Cc1cccc(C(=O)N2CCc3cc(CNC(=O)CSc4ccccc4)ccc32)c1
26: COc1ccc(-c2c(C)n([O-])c(C)c(-c3ccccc3)[n+]2=O)cc1OC
27: O=C(CCn1nnc2ccccc21)N1CCN(c2ccccc2)CC1
28: COc1ccc(S(=O)(=O)N2CCCOC2CNC(=O)C(=O)NCCc2ccco2)cc1C (stereo not given)
29: CCOc1ccc(S(=O)(=O)NCCc2csc3nc(-c4cccc(C)c4)nn23)cc1
30: Cc1ccc(-c2csc(NC(=O)c3c(C)noc3C)n2)cc1

entry no.	21	22	23	24	25	26	27	28	29	30
FUS suppressor	14%	29%	33%	-6%	19%	14%	1%	10%	6%	10%
TDP43 rescue	5%	20%	-6%	-22%	0%	-10%	?	-1%	10%	?
EPAC2 antagonist	·	·	15%	0%	·	-4%	1%	?	·	3%
DRD3 antagonist	·	·	1	-11	·	-16	3	5	·	-6
aSyn yeast inh	·	·	-13%	-5%	·	-5%	3%	8%	·	-10%
EPAC2 ag	·	·	-1%	?	·	12%	1%	-12%	·	22%
DRD3 agonist	4	-5	14	-9	2	12	-2	-12	1	3
Abeta yeast res	36%	-8%	-2%	-13%	-16%	5%	24%	-9%	-7%	?

31: Cc1ccc(NC(=O)CSc2nc(N)cc(=O)[nH]2)cc1S(=O)(=O)N1CCOCC1
32: NS(=O)(=O)c1ccc(CCNC(=O)c2ccccc2OCc2ccc(F)cc2)cc1
33: O=C1CSC(=S)N1N=Cc1c[nH]c2ccc(Br)cc12
34: COc1ccc2cc(C(=O)NCc3ccccc3CN3CCCC3)ccc2c1
35: CCOc1cccc2c1OC(c1cc(OC)c(OC)c(OC)c1)N1N=C(c3ccc(C)o3)CC21 (stereo not given)
36: Cc1ccc(C)c(NC(=O)CCN2C(=O)c3ccccc3Sc3ncccc32)c1
37: CNc1ccccc1C(C)(C)c1cn(-c2ccc([N+](=O)[O-])cc2)nn1
38: Cc1ccc(S(=O)(=O)Nc2ccc3c(c2)nc(CCN2CCN(c4ccccn4)CC2)n3C)cc1
39: O=C(CN1CCNCC1)NCCSc1ccc(Cl)cc1
40: O=C(Nc1ccccc1)Nc1ccc2nnsc2c1

entry no.	31	32	33	34	35	36	37	38	39	40
FUS suppressor	27%	2%	-4%	-3%	?	-16%	17%	20%	24%	11%
TDP43 rescue	15%	-14%	14%	6%	-23%[9.22 µM]	0%	0%	-9%	-18%	15%
EPAC2 antagonist	1%	-6%	7%	4%	4%	·	-8%	-7%	-8%	1%
DRD3 antagonist	10	3	15	-3	-10	·	4	-61*	-2	-3
aSyn yeast inh	-6%	6%	-1%	12%	-4%	·	5%	2%	-2%	-11%
EPAC2 ag	7%	-2%	20%	0%	-3%	·	14%	7%	1%	10%
DRD3 agonist	-1	3	0	-25	-16	-27	2	0	-6	-14
Abeta yeast res	-3%	3%	4%	-9%	-35%[inhibitor]	-5%	-2%	-8%	2%	0%

As a short view, 5 of the compounds above.
36: Cc1ccc(C)c(NC(=O)CCN2C(=O)c3ccccc3Sc3ncccc32)c1
37: CNc1ccccc1C(C)(C)c1cn(-c2ccc([N+](=O)[O-])cc2)nn1
38: Cc1ccc(S(=O)(=O)Nc2ccc3c(c2)nc(CCN2CCN(c4ccccn4)CC2)n3C)cc1
39: O=C(CN1CCNCC1)NCCSc1ccc(Cl)cc1
40: O=C(Nc1ccccc1)Nc1ccc2nnsc2c1

entry no.	36	37	38	39	40
FUS suppressor	-16%	17%	20%	24%	11%
TDP43 rescue	0%	0%	-9%	-18%	15%
EPAC2 antagonist	·	-8%	-7%	-8%	1%
DRD3 antagonist	·	4	-61*	-2	-3
aSyn yeast inh	·	5%	2%	-2%	-11%
EPAC2 ag	·	14%	7%	1%	10%
DRD3 agonist	-27	2	0	-6	-14
Abeta yeast res	-5%	-2%	-8%	2%	0%

(continued)
41: COc1ccc2cc(C(=O)N3CCN(Cc4ccc5c(c4)OCO5)CC3)[nH]c2c1
42: Cc1ccc(C2=NCCn3nc4cc(C(F)(F)F)ccc4c32)cc1
43: CC(C)Cn1c(=O)c2ccccc2n2c(CCC(=O)NCc3ccccn3)nnc12
44: Cc1ccc(-n2nnc3c(=O)n(Cc4cc(C)ccc4C)cnc32)cc1
45: O=C(CSc1nc2ccccc2c(=O)n1-c1ccc(F)cc1F)c1c[nH]c2ccccc12
46: COc1ccc(C)cc1NC(=O)CN(C)S(=O)(=O)c1cc(C)ccc1OC
47: COc1ccc(C(=O)NCC(=O)Nc2ccc(-c3ccccc3)cc2)cc1
48: O=C(COC(=O)/C=C/c1cccs1)Nc1ccc(F)cc1
49: CC1(C)Cc2c(sc3c2c(=O)n(-c2ccc(Cl)cc2)c(=O)n3CC(N)=O)CO1
50: Cc1ccc2nc(SCC(=O)N(CC(C)C)c3c(N)n(CC(C)C)c(=O)[nH]c3=O)[nH]c2c1
51: CC(=O)Nc1ccc(Oc2cnccn2)cc1

entry no.	41	42	43	44	45	46	47	48	49	50	51
FUS suppressor	-7%	13%	4%	-9%	11%	5%	23%	-1%	9%	29%	·
TDP43 rescue	-17%	-5%	-13%	-17%	9%	-1%	0%	3%	-24%	11%	5%
EPAC2 antagonist	22%	-2%	-3%	1%	-9%	-4%	24%	12%	10%	6%	0%
DRD3 antagonist	-21	10	1	-68*	-7	1	-29	7	1	0	0
aSyn yeast inh	-1%	1%	-7%	1%	0%	1%	-20%	-3%	1%	0%	-3%
EPAC2 ag	12%	8%	17%	-12%	14%	4%	11%	0%	1%	1%	14%
DRD3 agonist	-23	3	-1	-7	-1	2	1	0	6	1	-2
Abeta yeast res	3%	-13%	-3%	-8%	16%	1%	-11%	0%	-12%	-6%	27%

Some of the compounds tested; rates above refer to the full screens.
